High-throughput results from PubChem BioAssay.
HCV core dimer: blocks dimerization of HCV core protein. TR-FRET GST/Flag-core106 dimerization, 1536-well. AID 1899. 300,000 compounds, 0.33% hits. inhibition, % at 5 µM;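 active = inhibition above the mean of all tested compounds plus 3 SD, set per screening campaign, cut at about 45% in these data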
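Test system: GST/Flag-tagged HCV core106 proteins; Medium: KF-containing HEPES buffer, pH 7.45, DTT, CHAPS, BSA; Times: compound-protein-antibody incubation 4 h at 22.5 °C; Detection: TR-FRET 671 and 617 nm emission; Benchmarks: wells lacking GST-core106 and wells with excess unlabelled core106.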
PREPL inh: inhibits the human prolyl oligopeptidase-like enzyme. Q4J6C6. recombinant PREPL, fluorescence polarization activity-based probe. inhibition, % at 5.96 µM. 320,000 compounds, 0.68% hits. AID 2751; in the data active = inhibition above about 43%;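 also: 0% = enzyme with DMSO and 100% = wells lacking enzyme; many of its hits are not listed in these tables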
Efflux pump mplx: blocks antifungal efflux pumps in multiplex yeast assay; S. cerevisiae Candida pump triplex, Nile Red efflux; 330,000 compounds, 0.44% hits; AID 485275; inhibition, % at 10 µM;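 active = plate passing quality check with inhibition over a set limit, or well fluorescence over plate mean plus 4 SD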;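 also: Nile Red retained in pooled yeast measured as flow cytometry median fluorescence; 0% = buffer negative control and 100% = Enniatin B positive control; higher means more Nile Red kept so more efflux inhibition; some compounds called inactive have numbers as strong as hits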
PP5 primary: PP5 (human) phosphatase inhibition; 320,000 compounds, 0.18% hits; P53041; inhibition, % at 6.7 µM; purified PP5c, OMFP substrate fluorescence; AID 1987;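 active = inhibition above the campaign's mean inhibition across all tested compounds plus 3 SD, cut at about 9.5% in these data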;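 also: 0% = DMSO only and 100% = 100 µM cantharidin control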
Target sequence (P53041 whole entry, looked up): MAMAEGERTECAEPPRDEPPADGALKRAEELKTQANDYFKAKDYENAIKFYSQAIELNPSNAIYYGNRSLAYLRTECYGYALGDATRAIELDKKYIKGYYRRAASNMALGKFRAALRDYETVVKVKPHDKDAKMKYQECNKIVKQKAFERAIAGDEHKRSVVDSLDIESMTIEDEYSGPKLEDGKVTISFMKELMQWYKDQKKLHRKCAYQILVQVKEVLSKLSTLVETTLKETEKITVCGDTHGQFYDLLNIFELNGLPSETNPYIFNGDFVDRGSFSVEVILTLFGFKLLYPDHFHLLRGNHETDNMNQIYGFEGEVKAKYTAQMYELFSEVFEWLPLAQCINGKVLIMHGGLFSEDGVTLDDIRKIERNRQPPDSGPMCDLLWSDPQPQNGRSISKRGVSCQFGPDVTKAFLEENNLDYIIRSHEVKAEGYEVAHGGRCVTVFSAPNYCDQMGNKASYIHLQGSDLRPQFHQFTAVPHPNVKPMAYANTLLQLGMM
EBNA-1 inhibitor: blocks EBNA-1 binding to DNA; inhibition, % at 14.8 µM; AID 1950; 300,000 compounds, 0.34% hits; EBNA-1 DNA binding, fluorescence polarization; in the data active = inhibition above about 28%
ZTA DNA inh: ZTA (EBV) inhibition in EBNA-1 counter-screen; AID 2234; 320,000 compounds, 0.15% hits; ZTA-DNA binding, fluorescence polarization; inhibition, % at 11 µM; in the data active = inhibition above about 33%
PP1 counter: counter-screen for PP5 inhibitors: inhibitors of human PP1-alpha | P62136 | purified PP1alpha, OMFP fluorescence | inhibition, % at 6.7 µM | 320,000 compounds, 0.9% hits | AID 2235;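 active = inhibition above the mean inhibition of all tested compounds plus 3 SD, computed separately for each screening campaign, cut at about 15% in these data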
Target sequence (P62136 whole entry, looked up): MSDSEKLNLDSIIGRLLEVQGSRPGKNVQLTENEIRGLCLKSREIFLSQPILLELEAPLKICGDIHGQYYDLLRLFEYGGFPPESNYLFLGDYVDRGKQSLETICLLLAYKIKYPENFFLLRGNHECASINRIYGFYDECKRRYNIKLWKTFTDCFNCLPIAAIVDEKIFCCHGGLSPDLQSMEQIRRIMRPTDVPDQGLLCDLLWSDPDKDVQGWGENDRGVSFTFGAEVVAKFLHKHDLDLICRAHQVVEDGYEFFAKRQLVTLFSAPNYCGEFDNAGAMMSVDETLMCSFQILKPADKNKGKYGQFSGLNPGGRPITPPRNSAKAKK
TPT1 inhibitor: inhibitors of Candida albicans tRNA 2'-phosphotransferase TPT1; recombinant caTPT1, FP RNA substrate dephosphorylation; inhibition, % at 5 µM; 300,000 compounds, 0.81% hits; AID 1962;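 active = inhibition above the mean of all tested compounds plus 3 SD, set per screening campaign, cut at about 24% in these data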;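 also: plate controls were DMSO alone for no effect and ferristatin control at 100 nM for full effect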
CTSL1 counter: blocks F. hepatica cathepsin L1 in PFM18AAP counter-screen | inhibition, % at 5.96 µM | recombinant F. hepatica cathepsin L1, Z-Leu-Arg-MCA fluorescence | 300,000 compounds, 0.49% hits;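 active = inhibition above the mean of all tested compounds plus 3 SD, set per screening campaign, cut at about 17% in these data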;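 also: 0% = plate median of test compound wells and 100% = 1 µM Z-Phe-Ala-diazomethylketone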
An asterisk follows results filed as active; . = no result given.

SMILES | HCV core dimer | PREPL inh | Efflux pump mplx | PP5 primary | EBNA-1 inhibitor | ZTA DNA inh | PP1 counter | TPT1 inhibitor | CTSL1 counter
CC(C)c1ccc(NC2CCCN(C(=O)c3n[nH]c4c3CCC4)C2)cc1 (centres undefined) | -1 | 19 | -0.1 | 0.2 | 3 | 5 | -1 | -1 | 3
O=C(NC1CCCCC1)C(c1ccc2ncccc2c1)N(Cc1ccco1)C(=O)c1ccc2c(c1)OCCO2 (centres undefined) | 4 | 15 | 0.1 | 1.3 | -1 | -2 | 2 | 0 | 2
COc1ccc(CCNC(=O)c2n[nH]c3ccccc23)cc1 | -2 | -5 | 0.1 | -0.9 | -9 | 6 | -4 | -2 | 0
CC(=O)N1N=C2c3ccccc3CCC2C1c1cccs1 (centres undefined) | 2 | 3 | 0.2 | -1.0 | -3 | -4 | -4 | 2 | -1
COc1ccc(C(=O)/C(=C\c2sccc2C)c2nc3ccccc3o2)cc1 | 2 | -3 | 0.1 | 2.4 | 7 | 3 | 0 | 1 | -1
COc1ccc(-n2c(=O)c3c4c(sc3n3cnnc23)CC(C)CC4)cc1 (centres undefined) | 1 | 6 | 0.0 | 1.9 | -4 | 10 | -3 | 1 | 1
CN(c1ccccc1)S(=O)(=O)c1cccc(NC(=O)COc2cccc([N+](=O)[O-])c2)c1 | . | -17 | -0.1 | 3.5 | . | -9 | 3 | . | .
Cc1ccc(CSCC(=O)NN=C2CCN(C)CC2)cc1 | -6 | -26 | 0.0 | 0.7 | 3 | 3 | -1 | -4 | 0
O=C(c1c[nH]c2ccccc12)N1CCN(c2ccccc2)CC1 | -3 | 6 | 0.2 | 0.8 | 1 | -12 | -1 | -1 | -2
Cc1ccc(N(CC(=O)NCc2ccc(F)cc2)C(=O)c2csnn2)c(C)c1 | 1 | -8 | 0.0 | -2.1 | -1 | 8 | -5 | -2 | 0
Cc1ccc(OCC(=O)N2CCc3ccccc3C2)c([N+](=O)[O-])n1 | -4 | -2 | 0.3 | -0.3 | -10 | -3 | -1 | 2 | 0
COc1ccc(OC)c(CN2CCN(C(=O)CN3C(=O)NC4(CCCC4)C3=O)CC2)c1 | -2 | 9 | -0.1 | -1.3 | 2 | -6 | -3 | -1 | -3
CCOC(=O)c1nn(-c2cccc(OC)c2)c2nc(CC)c(C#N)c(=O)n12 | 9 | -5 | -0.1 | -1.1 | -2 | -14 | -2 | 0 | 3
CCCCN(C(=O)c1ccc(N2CCCC2=O)cc1)c1c(N)n(CC(C)C)c(=O)[nH]c1=O | . | 10 | 0.0 | -1.9 | . | -7 | -5 | . | .
C=CCn1c(SCC(=O)Nc2ncc(Cc3ccc(Br)cc3)s2)nnc1-c1ccncc1 | 13 | -28 | -0.1 | -0.4 | -1 | 7 | 5 | 0 | 5
CCOC(=O)C1CCCN(S(=O)(=O)c2ccc(C)cc2)C1 (centres undefined) | 0 | 1 | -0.1 | 2.2 | 0 | -1 | 2 | 0 | 0
COc1ccc(-n2c(SCC(=O)NCc3ccco3)nc3c([nH]c4ccccc43)c2=O)cc1 | 8 | 8 | 0.6 | 0.7 | -2 | -9 | -1 | -1 | 6
O=C(O)c1ccc(CNCc2ccc(F)cc2)cc1 | 0 | -12 | -0.1 | 0.9 | -3 | -6 | -6 | 0 | -4
O=C(Nc1nnc(-c2ccco2)o1)c1ccc(S(=O)(=O)N2CCCC2)cc1 | -5 | 2 | 0.4 | 2.5 | -1 | -1 | 3 | 1 | -6
CCOC(=O)c1ccc(CNC(=O)C2CCCCC2C(=O)OCC(F)(F)F)o1 (centres undefined) | -4 | -1 | 0.0 | 3.0 | 8 | -18 | 1 | -3 | -5
O=C(Nc1cc(F)ccc1F)N1CCN(c2ccnc3cc(Cl)ccc23)CC1 | -5 | 2 | 0.0 | 1.1 | 4 | 1 | 1 | -1 | 1
O=C(Nc1ccc2c(c1)OCO2)N1CCN(C/C=C/c2ccccc2)CC1 | 9 | 36 | 0.2 | 1.9 | -21 | 3 | -2 | -3 | -7
CCCOc1ccc(N2CC(C(=O)NC(C)C)CC2=O)cc1 (centres undefined) | 1 | 8 | -0.1 | 1.0 | 3 | -5 | -4 | -1 | 1
CC(C)CCNC(=O)NC(=O)COc1c(F)c(F)cc(F)c1F | -8 | 6 | -0.1 | 2.0 | 5 | 9 | 1 | 0 | 1
O=C(Nc1nnc(Cc2ccccc2)s1)c1ccccc1 | 2 | -12 | -0.1 | 0.7 | 15 | 14 | 1 | -2 | 0
Nn1cc(-c2ccccc2)nc1SCC(=O)Nc1ccc(S(N)(=O)=O)cc1 | -2 | 6 | 0.0 | 0.6 | -5 | 1 | 1 | -1 | 4
CCn1c(CC(=O)Nc2ccccc2)nnc1SCC(=O)N1CCOCC1 | -9 | -8 | 0.2 | 1.6 | -6 | -16 | 2 | 1 | -5
OC(COc1ccc(F)cc1Cl)CN1CCC(Cc2ccccc2)CC1 (centres undefined) | 9 | -27 | -0.1 | -3.7 | -12 | -1 | -6 | -1 | 1
N#CC1C=Cc2ccccc2N1C(=O)c1ccccc1 (centres undefined) | -2 | 10 | 0.1 | -1.6 | -10 | 1 | 3 | 0 | -5
CCCCCC(=O)Nc1ccc2oc(-c3cncc(Br)c3)nc2c1 | -5 | 2 | 0.0 | -0.7 | 1 | 15 | -4 | 0 | 1
Cc1ccccc1S(=O)(=O)Cc1ccc(C(=O)NCc2ccc(F)cc2)o1 | -2 | -9 | -0.1 | 2.5 | 2 | -6 | 2 | -3 | -3
COc1ccc(CNC(=O)c2cc(-c3ccco3)on2)cc1 | -1 | 2 | 0.0 | 1.4 | 13 | 13 | 1 | 0 | -4
CNC(=O)COC(=O)c1cc(-c2ccco2)nc2ccccc12 | 48* | 15 | 0.2 | -2.7 | -2 | 6 | 5 | -21 | -3
c1ccc(-c2ncc(CSc3nncn3-c3ccccc3)s2)cc1 | -3 | 4 | -0.1 | 0.4 | 11 | -3 | 1 | 2 | -3
CCc1ccccc1NC(=O)CN1CCN(C(=O)CN2C(=O)NC3(CCCC3)C2=O)CC1 | . | 8 | 0.0 | 2.3 | . | 1 | -2 | . | .
COCCN(C(=O)COC(=O)/C=C/c1ccco1)c1c(N)n(Cc2ccccc2)c(=O)[nH]c1=O | -5 | 10 | 0.1 | -1.5 | 1 | 13 | 0 | 3 | -4
CCn1c(SCC(=O)Nc2ccc(C)cc2)nc(O)cc1=O | -1 | -7 | -0.2 | 0.5 | 8 | -2 | 1 | 5 | 2
O=C(c1ccc(CS(=O)(=O)c2c(Cl)cccc2Cl)o1)N1CCN(c2ccccn2)CC1 | 2 | -1 | -0.1 | -0.1 | 9 | 9 | 0 | -2 | 2
COc1ccc(OC)c(S(=O)(=O)NC(C)c2ccc(-n3ccnc3)cc2)c1 (centres undefined) | . | 10 | 0.1 | -0.3 | . | 3 | -1 | . | .
COC(=O)c1ccc(CN2C(=O)NC(Cc3c[nH]c4ccccc34)C2=O)cc1 (centres undefined) | -4 | 1 | -0.1 | 1.2 | -6 | 0 | -1 | -5 | 6

5 compounds already listed, arranged by the number in PP5 primary, low to high:
structure | PP5 primary
COCCN(C(=O)COC(=O)/C=C/c1ccco1)c1c(N)n(Cc2ccccc2)c(=O)[nH]c1=O | -1.5
COc1ccc(OC)c(S(=O)(=O)NC(C)c2ccc(-n3ccnc3)cc2)c1 (centres undefined) | -0.3
c1ccc(-c2ncc(CSc3nncn3-c3ccccc3)s2)cc1 | 0.4
CCn1c(SCC(=O)Nc2ccc(C)cc2)nc(O)cc1=O | 0.5
COC(=O)c1ccc(CN2C(=O)NC(Cc3c[nH]c4ccccc34)C2=O)cc1 (centres undefined) | 1.2

(list continues)
SMILES | HCV core dimer | PREPL inh | Efflux pump mplx | PP5 primary | EBNA-1 inhibitor | ZTA DNA inh | PP1 counter | TPT1 inhibitor | CTSL1 counter
O=C1CSC(c2nn(-c3ccccc3)cc2-c2cc3ccccc3oc2=O)N1Cc1ccco1 (centres undefined) | 16 | 16 | 0.0 | 3.5 | 1 | 3 | 5 | -3 | 5
COc1ccc(/C=N/n2cnc3c([nH]c4ccccc43)c2=O)cc1COc1ccccn1 | 4 | 8 | 0.1 | 0.1 | -3 | -1 | 3 | 3 | 26*
CC(C)(C)C(=O)O/N=C(\N)c1ccc([N+](=O)[O-])s1 | -1 | 3 | 0.0 | -1.9 | -4 | 10 | -6 | 3 | 2
O=C(NCCc1ccccc1)C(=O)NCC1CCCN1S(=O)(=O)c1cccs1 (centres undefined) | 2 | -5 | 0.1 | 0.4 | -8 | -18 | 1 | 1 | -2
Cc1ccc(F)c(NC(=S)Nc2cccc3ccccc23)c1 | 8 | 22 | -0.1 | 0.1 | -6 | -9 | -3 | -1 | 4
CC(SCC(=O)Nc1ccc(F)cc1)c1nc2ccccc2c(=O)[nH]1 (centres undefined) | -10 | -5 | 0.0 | 0.5 | 4 | -8 | 0 | -2 | -2
Cc1ccc(/C=N/n2c(-c3cccs3)n[nH]c2=S)cc1 | -2 | 19 | -0.3 | 0.4 | 8 | -9 | 2 | 0 | 0
CCCCOC(=O)CSc1nnc(N)s1 | -4 | 3 | -0.1 | 0.4 | 9 | 4 | 0 | -1 | -1
CCc1ccc(C(=O)CSc2nnc(C3CC3)n2C2CC2)cc1 | . | 2 | 0.1 | -0.4 | . | -1 | 0 | . | .
CCc1ccccc1NC(=O)Nc1ccsc1C(=O)OC | -8 | 3 | 0.1 | 2.1 | 1 | -13 | 1 | -5 | 3
COCCNC(=O)c1ccc2c(c1)S(=O)(=O)c1cc(Cl)ccc1C2=O | . | 9 | 0.8 | -0.9 | . | -5 | 1 | . | .
O=C(O)c1cccn2c(=O)c3ccccc3nc12 | 1 | 8 | 0.0 | 0.4 | -11 | 9 | -5 | -4 | 2
CCOC(Cn1c(-c2ccc(OC)cc2)nc2ccccc21)OCC | -3 | 2 | -0.1 | 0.5 | 1 | 10 | 2 | 0 | 1
CSC(=CC(=O)c1ccc(F)cc1)SC | -2 | 5 | -0.1 | 0.6 | 7 | -27 | -1 | -2 | 9
Cc1cc(N2CCCC2)nc2ccccc12 | 9 | 8 | 0.1 | -2.4 | -6 | 4 | -4 | 1 | -3
COc1ccc(C(=O)Nc2cc(C)nn2-c2ccc(C)cc2)cc1 | -21 | 15 | -0.1 | 1.2 | 9 | -9 | -2 | -3 | 1

Single records, from the list above. Screens in order: HCV core dimer | PREPL inh | Efflux pump mplx | PP5 primary | EBNA-1 inhibitor | ZTA DNA inh | PP1 counter | TPT1 inhibitor | CTSL1 counter
Results for `COCCNC(=O)c1ccc2c(c1)S(=O)(=O)c1cc(Cl)ccc1C2=O` : . | 9 | 0.8 | -0.9 | . | -5 | 1 | . | .
Results for `COc1ccc(C(=O)Nc2cc(C)nn2-c2ccc(C)cc2)cc1` : -21 | 15 | -0.1 | 1.2 | 9 | -9 | -2 | -3 | 1
Results for `O=C(O)c1cccn2c(=O)c3ccccc3nc12` : 1 | 8 | 0.0 | 0.4 | -11 | 9 | -5 | -4 | 2
Results for `Cc1cc(N2CCCC2)nc2ccccc12` : 9 | 8 | 0.1 | -2.4 | -6 | 4 | -4 | 1 | -3
Results for `CCOC(Cn1c(-c2ccc(OC)cc2)nc2ccccc21)OCC` : -3 | 2 | -0.1 | 0.5 | 1 | 10 | 2 | 0 | 1

A portion of the library. The share of hits here may be higher or lower than overall.
